OXTR ag = human OXTR agonists, primary screen, fluorescence, CHO-OTR cells, Fluo-8 calcium; actives 0.32% (n = 320,000); activation, % at 3 µM; AID 2435, 2010; Oxytocin receptor (Homo sapiens), P30559; Fluo-8 calcium fluorescence; normalized: DMSO 0%, oxytocin 100%;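 active = activation above the mean of all tested compounds plus 3 SD, cutoff set per screening run, cut at about 20% in these data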;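 note: peak over basal fluorescence ratio from a 100 s FLIPR kinetic read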
Target sequence (P30559 whole entry, looked up): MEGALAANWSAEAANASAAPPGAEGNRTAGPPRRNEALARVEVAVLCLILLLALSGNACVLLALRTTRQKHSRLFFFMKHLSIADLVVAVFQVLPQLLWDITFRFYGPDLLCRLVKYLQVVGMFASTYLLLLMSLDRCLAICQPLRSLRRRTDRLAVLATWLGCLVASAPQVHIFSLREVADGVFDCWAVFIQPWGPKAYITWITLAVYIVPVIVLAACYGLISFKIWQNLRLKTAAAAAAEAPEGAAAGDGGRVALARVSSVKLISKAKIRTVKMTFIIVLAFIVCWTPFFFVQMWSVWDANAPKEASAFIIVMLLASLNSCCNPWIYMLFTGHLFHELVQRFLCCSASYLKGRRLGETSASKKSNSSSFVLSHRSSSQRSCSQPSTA
GPR7 antag = GPR7 receptor antagonists, primary screen, cell-based, fluorescence, single concentration | Neuropeptides B/W receptor type 1 (Homo sapiens), P48145 | actives 1.1% (n = 290,000) | inhibition, % at 4.4 µM | AID 1861, 2009 | GPR7-expressing cells, fluorescence antagonist assay; in the data active = inhibition above about 16%, passing the limit was not always enough;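 note: cells stimulated with the agonist NPW; 0% = agonist with vehicle and 100% = vehicle without agonist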
V1aR counter = agonists of human V1a receptor, primary screen, counter-screen for OXTR agonist project, fluorescence, CHO-V1R cells | Vasopressin V1a receptor (Homo sapiens), P37288 | Fluo-8 calcium fluorescence, agonist mode; 0% DMSO, 100% 3 nM vasopressin | activation, % at 3 µM | actives 0.25% (n = 320,000) | AID 2797, 2010;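 active = activation above the mean activation of all tested compounds plus 3 SD, per screening run, cut at about 20% in these data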;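 note: signal is peak over basal fluorescence ratio across a 100 second FLIPR read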
Target sequence (P37288 whole entry, looked up): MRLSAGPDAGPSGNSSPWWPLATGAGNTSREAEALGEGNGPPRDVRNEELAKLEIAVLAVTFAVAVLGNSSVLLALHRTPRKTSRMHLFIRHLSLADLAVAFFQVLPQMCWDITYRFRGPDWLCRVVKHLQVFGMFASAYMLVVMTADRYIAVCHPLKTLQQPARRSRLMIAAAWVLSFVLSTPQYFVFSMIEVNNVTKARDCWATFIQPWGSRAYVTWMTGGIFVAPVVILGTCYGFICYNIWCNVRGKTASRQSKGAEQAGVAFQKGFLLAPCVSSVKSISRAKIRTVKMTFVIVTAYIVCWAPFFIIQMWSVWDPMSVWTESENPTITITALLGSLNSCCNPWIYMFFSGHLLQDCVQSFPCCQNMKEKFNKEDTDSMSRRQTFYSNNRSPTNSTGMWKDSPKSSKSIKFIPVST
MEKK2 WT-MEK5 = modulators of MEK5 binding to wildtype MEKK2, primary screen, biochemical, multiplex bead flow cytometry, Alexa488-MEK5. Mitogen-activated protein kinase kinase kinase 2 (Homo sapiens), Q9Y2U5. Alexa488-MEK5 binding to MEKK2 WT; actives lie on both sides. binding response (% of control), % at 10 µM. actives 1.1% (n = 290,000). AID 1531, 2009; in the data active = binding response below about 67% or above about 130%
NALP1 inh = NALP1 inflammasome inhibitors in reconstituted yeast, colorimetric, S. cerevisiae, triplicate retest; actives 0.61% (n = 280,000); S. cerevisiae NALP1/ASC/caspase-1 growth, X-gal OD620, 72 h; inhibition, % at 10 µM; AID 2071, 2009; in the data active = inhibition mostly above about 24%, no sharp cut-off; inactive = mostly below about 32%; note: some compounds called inactive have numbers as strong as hits
PfM18AAP inh = PfM18AAP inhibitors, malaria aminopeptidase, primary screen, biochemical, QFRET, recombinant enzyme | actives 1.2% (n = 290,000) | inhibition, % at 7.35 µM | AID 1822, 2009 | H-Glu-NHMec fluorogenic cleavage;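 active = inhibition above the campaign mean inhibition over all tested compounds plus 3 SD, cut at about 28% in these data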;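 note: 0% = plate median of test compound wells and 100% = 2 mM ZnCl2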
GalR3 antagonist = GalR3 antagonists in HEK293 cells, primary screen, cell-based, fluorescence readout | inhibition, % at 3 µM | actives 0.44% (n = 360,000) | Galanin receptor type 3 (Homo sapiens), O60755 | HEK293 GalR3-CNG cAMP membrane potential fluorescence; galR3 body fused to GalR1 C-terminus;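 active = inhibition above the screen-wide average plus 3 SD, cut at about 13% in these data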;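 note: forskolin and galanin both at EC90 stimulate the cells; cAMP rise reported by CNG channel membrane potential dye signal; 0% = forskolin plus galanin with DMSO and 100% = forskolin alone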
Target sequence (O60755 1-299 limits assumed): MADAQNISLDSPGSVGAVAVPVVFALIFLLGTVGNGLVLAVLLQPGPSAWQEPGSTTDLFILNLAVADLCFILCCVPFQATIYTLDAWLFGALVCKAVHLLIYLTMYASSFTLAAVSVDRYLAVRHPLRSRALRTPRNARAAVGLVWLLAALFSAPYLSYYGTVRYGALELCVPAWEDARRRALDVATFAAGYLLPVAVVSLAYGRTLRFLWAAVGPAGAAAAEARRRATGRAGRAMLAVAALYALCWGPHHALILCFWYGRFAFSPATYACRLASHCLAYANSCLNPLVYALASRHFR
OXTR potentiator = human OXTR potentiators, primary screen, fluorescence, CHO-OTR cells, Fluo-8 calcium; Fluo-8 calcium fluorescence, potentiator mode; 0% = oxytocin EC15, 100% = EC100; actives 0.061% (n = 320,000); activation, % at 3 µM; AID 2445, 2010; Oxytocin receptor (Homo sapiens), P30559;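 active = activation above that plate's cutoff, the mean activation of tested compounds plus 3 SD, cut at about 6.6% in these data, passing the limit was not always enough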;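 note: 100% uses oxytocin at 75 nM as the full agonist control; some results filed as inactive read as strong as hits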
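Material: human OTR in CHO cells. Compound: 3.0 µM, one dose. Timing: compound 6 min at room temperature before oxytocin, 100 s read. Evaluation: % activation of max/min ratio relative to oxytocin controls. Replication: single well per compound, singlicate. Signal: Fluo-8 calcium dye fluorescence.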
MEKK2mut PB1 HTS = MEK5 binding signal on mutant MEKK2 PB1, primary screen, biochemical, multiplex bead flow cytometry, Alexa488-MEK5. Alexa488-MEK5 binding to MEKK2 mutant. percent response, % at 10 µM. actives 0.35% (n = 290,000); in the data active = percent response above about 24%, passing the limit was not always enough; note: inactives centre near 1; some results filed as inactive read as strong as hits
An asterisk follows results filed as active; . = no result given; & = joins results of further samples; [ ] = another dose, or the depositor's remark. Rows were taken by chance (roughly 4.1% active in at least one column).

SMILES	OXTR ag	GPR7 antag	V1aR counter	MEKK2 WT-MEK5	NALP1 inh	PfM18AAP inh	GalR3 antagonist	OXTR potentiator	MEKK2mut PB1 HTS
CC1CN(C(NC(=O)C(C)(C)C)C(Cl)(Cl)Cl)CC(C)O1 (stereo unspecified)	2.6	-7	1.7	97	3	-8	-1	-2	-2
CC[C@H](C)C(=O)O[C@H]1C[C@@H](C)C=C2C=C[C@H](C)[C@H](CC[C@@H]3C[C@@H](O)CC(=O)O3)[C@H]21	0.3&-2.0	-10	-0.1&-0.2	90	22	2	5	0&-1	1
O=C(Nc1ccc(Cl)c(Cl)c1)NC1CCS(=O)(=O)C1 (stereo unspecified)	6.0	3	2.9	101	14	-5	-7	-11	-2
Cc1cc(C(=O)N2CCCC(N3CCN(c4ccc(F)cc4)CC3)C2)c(C)o1 (stereo unspecified)	0.3	-9	3.0	98	22	3	-5	-7	-9
Cc1n[nH]c(C)c1S(=O)(=O)N1CCCC(C(=O)Nc2nccs2)C1 (stereo unspecified)	2.5	-5	0.6	93	7	-3	-2	-12	0
O=C(COC(=O)CNC(=O)c1ccc(Cl)cc1)Nc1ccc2c(c1)OCCO2	-1.2	-1	1.4	91	5	-4	-11	-4	-3
Cc1ccc(C)c(S(=O)(=O)N2CCCC2CNC(=O)C(=O)NCCc2ccccc2)c1 (stereo unspecified)	-2.1	.	-0.6	.	.	.	-2	-11	.
COc1cccc(CNC(=O)C2CCN(C(=O)N(C)C)CC2)c1	-0.6	-9	-0.7	111	42	-3	-6	-6	7
CC(=O)c1cccc(OCc2cc(C(=O)NC(C)Cc3cccnc3)no2)c1 (stereo unspecified)	0.7	-14	1.5	104	13	-1	0	0	10
O=C(CC1CC2CCC1C2)NC1CCCCCCC1 (stereo unspecified)	-2.0	4	-0.5	101	6	-1	-8	-5	0
Cc1ccn2cc(CCNS(=O)(=O)c3ccc(F)c(C(F)(F)F)c3)nc2c1	-0.8	8	-0.7	110	27	-6	.	-3	10
Cc1cc(C)n(CC(O)COc2ccccc2[N+](=O)[O-])n1 (stereo unspecified)	-0.7	-12	1.5	103	26	2	7	-7	6
Cc1ccccc1N=CC1=C(O)c2ccccc2C1=O	0.1	-14	0.7	102	-20	3	-3	-2	2
CC(NC(=O)C(C)N1CCN(S(=O)(=O)c2ccccc2)CC1)c1ccccc1 (stereo unspecified)	0.9	.	1.4	.	.	.	-2	1	.
CC1CCCC(C)N1C(=O)Cn1cc(C#N)c2ccccc21 (stereo unspecified)	-0.3	6	0.8	98	8	-6	-1	-22	-2
Cc1ccc(CN2C(=O)N/C(=C\c3ccc(-c4ccc(C(=O)O)cc4C)o3)C2=O)cc1	-0.1	-4	-1.1	97	-8	-7	1	-4	-5
Fc1ccccc1Cc1noc(CN2CCC(OCc3cccnc3)CC2)n1	2.1	-2	2.9	69	-3	-3	-1	-7	-24
CC#CC[N+](C)(C)CC(=O)c1ccccc1	-0.1	-1	0.5	89	14	-4	-4	-7	-13
O=C(NCC(=O)N1CCN(S(=O)(=O)c2cccc(F)c2)CC1)c1ccc(Br)o1	-0.2	.	-0.5	.	.	.	-4	-6	.
Cc1cc(=O)oc2cc3c(cc12)OCCO3	-1.2	-4	-1.0	98	14	-2	-1	-8	2

Two of the compounds above, in markdown.
| mol | OXTR ag | GPR7 antag | V1aR counter | MEKK2 WT-MEK5 | NALP1 inh | PfM18AAP inh | GalR3 antagonist | OXTR potentiator | MEKK2mut PB1 HTS |
| --- | --- | --- | --- | --- | --- | --- | --- | --- | --- |
| COc1cccc(CNC(=O)C2CCN(C(=O)N(C)C)CC2)c1 | -0.6 | -9 | -0.7 | 111 | 42 | -3 | -6 | -6 | 7 |
| CC(=O)c1cccc(OCc2cc(C(=O)NC(C)Cc3cccnc3)no2)c1 (stereo unspecified) | 0.7 | -14 | 1.5 | 104 | 13 | -1 | 0 | 0 | 10 |

(further entries)
SMILES	OXTR ag	GPR7 antag	V1aR counter	MEKK2 WT-MEK5	NALP1 inh	PfM18AAP inh	GalR3 antagonist	OXTR potentiator	MEKK2mut PB1 HTS
Cc1cc(NC(=O)CSc2nnc(-c3ccco3)n2C)no1	-0.9	.	0.1	.	.	.	-4	4	.
Cc1cc(NC(=O)CSc2nccn2-c2ccc(Cl)cc2)no1	-0.5	-9	0.1	100	8	1	2	-2	5
O=C(CSc1nnc(-c2cccs2)n1CC1CCCO1)N1CCCC1 (stereo unspecified)	-0.3	-12	0.2	100	-8	-1	-1	0	33
COCCCN1C(=O)C(=O)/C(=C(/O)c2ccc(OC(C)C)cc2)C1c1ccc(O)c(OC)c1 (stereo unspecified)	0.7	-3	-0.1	100	.	10	-5	-11	9
CC(=O)Nc1cc(C(F)(F)F)ccc1OCC1CCCO1 (stereo unspecified)	0.1	-8	-0.5	104	-1	-3	-1	-18	4
Nc1cc(C(=O)OCC(=O)Nc2cccc(S(=O)(=O)N3CCOCC3)c2)ccc1Cl	12	.	12	.	.	.	-7	-10	.
O=C(Nc1ccccc1C(=O)NC1CCCC1)NC1CCCC1	-2.0	-2	-0.5	97	15	3	0	-8	-3
COc1ccc(C)cc1Nc1n[n+](-c2ccccc2)c(-c2c(OC)ccc3ccccc23)s1	14	.	15	.	.	.	-3	-15	.
COC(=O)c1sc(NC(=O)CCCn2nc([N+](=O)[O-])cc2C)c(C(=O)OC)c1C	0.7	-6	1.3	92	24	0	-7	-5	-1
CC(=O)Nc1ccc(S(=O)(=O)N2CCN(c3cc(C)nc4ccccc34)CC2)cc1	-0.7	1	0.2	111	-6	-2	-2	-2	6
Cc1ccc2nc(N(CCCN(C)C)C(=O)c3ccc(S(=O)(=O)N(C)C)cc3)sc2c1	6.1	0	1.6	102	23	2	-1	-1	0
Fc1ccc(CSc2nnc(-c3ccco3)o2)cc1	-2.1	0	2.5	85	9	-15	-8	-8	-57
CC(C)(C)OC(=O)NCc1ccc(NC(=O)c2nc[nH]c2C(=O)N[C@@H](Cc2ccccc2)C(=O)OCc2ccccc2)cc1	2.5	.	4.6	87	.	.	-5	-10	-14
Cc1ccc(-n2nc(C)c3c2OC(N)=C(C#N)C3c2ccoc2)cc1 (stereo unspecified)	0.6	-2	-0.5	95	-16	18	-2	-12	-1
O=C(CCN1C(=O)/C(=C/c2cccs2)SC1=S)NNC(=O)c1cccc(O)c1	-0.1	0	1.7	91	2	-2	-2	-18	-3
Cc1cc(C(F)F)n2nc(C(=O)Nc3cccnc3Cl)nc2n1	0.4	-8	-0.7	98	20	-16	-3	0	-3
Cc1ccc(-c2cn3cccnc3n2)cc1NC(=O)c1ccc(Br)o1	-0.5	-4	0.9	113	.	6	-3	-2	8
CCCc1cc(C(=O)Nc2cccnc2Cl)no1	-2.4	-12	-0.2	98	2	2	-4	-2	-5
CCOc1nonc1C(=N)/C(C(C)=O)=C(\C)O	0.7	-15	0.9	93	-1	0	0	4	-2
COC(=O)c1ccc(C(=O)Nc2cc(Cl)ccc2Cl)cc1NC(=O)c1ccc(N(C)C)cc1	-0.3	-3	1.2	97	4	-8	2	0	6
CC1=C(C(=O)Nc2ccc(C)cc2)C(c2cccs2)NC(=S)N1 (stereo unspecified)	0.8	-6	0.7	92	23	-2	-5	-1	-2
Cc1nc2ccccc2n1CSc1ccccc1	-0.5	-6	2.7	107	11	6	0	-1	3
Cc1ccc(CNC(=O)Cn2ccc3ccccc3c2=O)o1	3.3	-12	1.1	-3.0*[inhibitor]	31	3	0	-5	-11
Cn1c(=O)c2c(ncn2CC(=O)NC2CCCCC2)n(C)c1=O	1.0	-6	0.9	106	16	-7	1	-6	6
COc1ccc(C(=O)OCC(=O)Nc2ccccc2)cc1[N+](=O)[O-]	1.3	-4	1.3	99	-6	-8	-6	-13	0
COc1ccc(NC(=S)N2CCN(c3ccc([N+](=O)[O-])cc3)CC2)cc1OC	9.6	2	8.2	113	3	5	-6	-27	-3
CC(C)c1ccc(NC2CCCN(C(=O)C3=NN(C)C(=O)CC3)C2)cc1 (stereo unspecified)	0.1	-14	1.3	102	6	3	-3	2	3
O=C(O)c1ccc(N/N=C/c2cccc3nccnc23)cc1	0.7	-3	0.9	98	.	-10	0	8	-20
COc1ccc(C(=O)N(C)Cc2ccccn2)cc1OC1CCN(C(C)C)CC1	5.3	-4	-0.1	111	6	5	-4	-10	8
CC(=O)NC(CC(=O)OCc1ccc([N+](=O)[O-])cc1)c1ccccc1 (stereo unspecified)	-0.3	0	0.1	106	11	0	-9	-7	1
Cc1ccc(OCCNC(=O)c2cccc(C)c2)cc1	-1.3	-21	-0.6	113	6	-6	-4	9	12
Cc1c(OCC(=O)NC2CCN(Cc3ccccc3)CC2)ccc2c3c(c(=O)oc12)CCC3	1.4	-20	1.2	115	9	1	9	3	4
Cc1[nH]c2ccccc2c1C(=O)CN1CCC2(CC1)OCCO2	0.1	-8	1.2	106	-1	-5	7	-6	3
Cc1occc1C(=O)N1CCCC(N2CCN(c3cccc(C(F)(F)F)c3)CC2)C1 (stereo unspecified)	-1.4	-13	3.2	108	4	5	-1	-4	6
COc1ccc(C(=O)NC(=O)COC(=O)c2ccc(C)o2)cc1	-0.7	.	1.5	.	.	.	-4	-3	.
O=C(Nc1cccc2ccccc12)NC1CCCc2ccccc21 (stereo unspecified)	0.1	-1	1.1	111	-5	1	7	-4	11
Cc1cccc(N(CC(=O)NC2CCCCC2)C(=O)c2c(C)noc2C)c1	0.0	11	-0.8	99	-8	-8	-7	-8	4
CCC(=O)Nc1ccc(NC(=O)c2cccc(OC)c2)nc1	-0.1	-10	0.0	105	-69	-3	-6	-15	3
COC(=O)c1ccc(C(=O)OC)c(NC(=O)CN(C)Cc2ccc(Cl)c(Cl)c2)c1	-1.4	-7	0.4	113	36	-1	-4	-4	12
COc1cc(OC)cc(C(=O)NCCC(=O)NCCc2ccc(OC)c(OC)c2)c1	1.1	-11	4.2	104	22	-14	4	0	-1
Cc1ccccc1-n1c(-c2ccc(Br)o2)n[nH]c1=S	-0.5	.	0.2	.	.	.	0	5	.
Cn1cccc1CNCc1ccccc1Cl	-0.2	-6	-0.4	113	8	6	-3	-3	12
CCn1cc(C(=O)NCCCN(C)c2ccccc2)c(=O)c2cc(S(=O)(=O)N(C)C)ccc21	-2.0	-7	-0.3	93	26	-2	6	-1	-3
COc1ccccc1NC(=O)CN1CCN(CC(=O)Nc2ccc(Cl)c(C(F)(F)F)c2)CC1	.	-12	.	129	-9	3	3	.	21
COc1ccc(CCN2CC(C(=O)NCCc3cn[nH]c3)CCC2=O)cc1 (stereo unspecified)	0.1	-7	0.8	101	17	-4	-2	-1	2
CCCS(=O)(=O)N1CCCC(C(=O)NCC(OC)OC)C1 (stereo unspecified)	0.6	-7	0.1	106	13	-14	-4	-8	10

Screening results deposited in PubChem by several laboratories.
